POLH inh – DNA polymerase eta (human) inhibition. Q9Y253. recombinant Pol eta, fluorescent DNA replication assay. Potency, µM (highest dose often 114 µM), inactives show at the top dose activity change, negative = inhibition, actives largely listed as inhibitors. 390,000 tested, 1.2% active; also: potency is read from the fitted curve at half-maximal effect; % is scaled to controls: 0 for no effect and ±100 for the full control effect
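Fluorescent replication assay: 50 nM final substrate added after a 15 min room-temperature compound preincubation with 10 nM enzyme. Signal taken at 0 min and again at 10 min.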
PGK inhibitor – blocks T. brucei phosphoglycerate kinase; P07378; PGK/GAPDH coupled, Kinase-Glo luminescence, 60 min; Potency, µM (doses to about 57.5 µM), for the others: at the top dose activity change, negative = inhibition, usual class: inhibitors; 380,000 tested, 0.043% active; also: potency is read from the fitted curve at half-maximal effect; % is scaled to controls: 0 for no effect and ±100 for the full control effect; nearly all actives have a fitted effect of over 60% in size
Target sequence (P07378 whole entry, looked up): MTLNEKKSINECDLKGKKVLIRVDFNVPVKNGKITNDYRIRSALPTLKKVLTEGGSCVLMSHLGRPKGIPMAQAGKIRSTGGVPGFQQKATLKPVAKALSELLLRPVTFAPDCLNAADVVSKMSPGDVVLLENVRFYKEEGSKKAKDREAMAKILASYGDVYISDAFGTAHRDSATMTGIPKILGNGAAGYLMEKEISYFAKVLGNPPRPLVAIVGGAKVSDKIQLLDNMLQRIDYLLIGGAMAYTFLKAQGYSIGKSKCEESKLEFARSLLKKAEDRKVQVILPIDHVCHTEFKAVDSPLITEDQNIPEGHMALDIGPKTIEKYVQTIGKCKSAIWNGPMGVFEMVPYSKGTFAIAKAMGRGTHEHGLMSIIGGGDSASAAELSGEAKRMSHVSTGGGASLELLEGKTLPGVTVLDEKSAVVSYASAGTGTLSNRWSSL
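Luminescent ATP detection (Kinase-Glo Plus) follows a 60-minute room-temperature incubation, with wells lacking PGK as controls. Buffer: 100 mM TEA (pH 7.6), 5 mM MgCl2, 0.01% Tween-20. Coupling enzyme GAPDH (100 nM final) supplies unstable 1,3-BPG in-well.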
JMJD2A Tudor – JMJD2A Tudor domain (human) inhibition | AlphaScreen JMJD2A-Tudor / H3K4me3 peptide binding | 390,000 tested, 4.4% active | O75164 | Potency, µM (highest dose often 114 µM), for inactives: at the highest dose activity change, negative = inhibition, hits mostly inhibitors; also: potency is read from the fitted curve at half-maximal effect; % is scaled to controls: 0 for no effect and ±100 for the full control effect; nearly all actives have a fitted effect of over 50% in size
BAZ2B block – inhibitors of human BAZ2B bromodomain. Q9UIF8. AlphaScreen BAZ2B-H3K14Ac peptide displacement. Potency, µM (top dose mostly 114 µM), without a hit: at the top dose activity change, negative = inhibition, hits mostly inhibitors. 360,000 tested, 4.4% active. AID 504333; also: potency is read from the fitted curve at half-maximal effect; % is scaled to controls: 0 for no effect and ±100 for the full control effect; nearly all actives have a fitted effect of over 60% in size
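In this displacement format the biotinylated H3(5-23) peptide acetylated at Lys14 serves as ligand at 50 nM, with BAZ2B at 50 nM in PBS pH 7.4 containing 0.01% Tween-20. Donor and acceptor beads are 10 ug/mL final.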
HP1b binding inh – blocks HP1-beta chromodomain binding to methylated histone tails. P83916. Potency, µM (titrated, usually from 114 µM), for the others: top-dose activity change, negative = inhibition, usual class: inhibitors. 390,000 tested, 0.56% active. AlphaScreen HP1-beta / biotin-H3K9me3 peptide binding; also: potency is read from the fitted curve at half-maximal effect; nearly all actives have a fitted effect of over 70% in size; inactives centre near 23
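HP1-beta protein (50 nM final) preincubated 30 min at room temperature with biotinylated H3(1-18)K9me3 peptide (50 nM) in PBS pH 7.4, 0.01% Tween-20, then compound added for 30 min. AlphaScreen streptavidin donor/nickel chelate acceptor beads (10 ug/mL final), 30 min dark, luminescence read.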
GLS inhibitor – inhibitors of human glutaminase (GLS); O94925; GLS enzymatic activity, qHTS titration; Potency, µM (top dose mostly 45.5 µM), for the others: at the highest dose activity change, negative = inhibition, actives largely listed as inhibitors; 410,000 tested, 0.21% active; also: potency is read from the fitted curve at half-maximal effect; % is scaled to controls: 0 for no effect and ±100 for the full control effect
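Two-point fluorescence kinetic (t0, 30 min RT) for hKGA; glutamate detected via glutamate oxidase–HRP–Amplex Red. Substrate: 1 mM L-glutamine solution; buffer 45 mM KH2PO4, pH 8.2.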
G9a block – inhibitors of human histone lysine methyltransferase G9a. 350,000 tested, 8.8% active. Potency, µM (titrated, usually from 102 µM), for inactives: top-dose activity, negative = inhibition, usual class: inhibitors. G9a H3K9 monomethylation, AlphaScreen, 2 h; also: potency is read from the fitted curve at half-maximal effect; % is scaled to controls: 0 for no effect and ±100 for the full control effect; nearly all actives have a fitted effect of over 75% in size
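Compounds were preincubated with 20 nM G9a for 15 min, after which biotinylated H3K9 peptide (500 nM) and SAM (20 uM) started a 2 h room-temperature reaction. Monomethylated product was quantified by antibody-based AlphaScreen chemiluminescence.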
Pin1 inh – blocks the human prolyl isomerase Pin1; AID 504891; Q13526; 390,000 tested, 0.009% active; Potency, µM (highest dose often 115 µM), for the others: at the top dose activity, negative = inhibition, hits mostly inhibitors; Pin1 FP peptide displacement, HiFluor488, 10 min; active = well fitted inhibition curve with a large enough effect in the polarisation, with a control signal flat, not every such curve was filed as active; inconclusive = small, poorly fitted or top-dose-only effect, or effect the other way, or a change in a side signal; inactive = no such curve, though single readings can be large or run the other way; the % refers to the polarisation; also: potency is read from the fitted curve at half-maximal effect; % is scaled to controls: 0 for no effect and ±100 for the full control effect
Target sequence (Q13526 whole entry, looked up): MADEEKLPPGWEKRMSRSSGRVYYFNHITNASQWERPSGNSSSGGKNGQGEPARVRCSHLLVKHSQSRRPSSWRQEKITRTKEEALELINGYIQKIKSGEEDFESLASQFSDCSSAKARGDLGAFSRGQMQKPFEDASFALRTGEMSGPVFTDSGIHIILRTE
PI4K2A block – blocks human PI4K2A kinase activity. Q9BTU6. purified PI4K2A, ADP-Glo luminescence, 1 h; active compounds read low. activity change, negative = inhibition, % at 76.9 µM. 420,000 tested, 0.13% active; in the data active = activity change below about -50%; inconclusive = mostly about -30% to -49%;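 also: -100% = wells without enzyme as full effect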
Target sequence (Q9BTU6 whole entry, looked up): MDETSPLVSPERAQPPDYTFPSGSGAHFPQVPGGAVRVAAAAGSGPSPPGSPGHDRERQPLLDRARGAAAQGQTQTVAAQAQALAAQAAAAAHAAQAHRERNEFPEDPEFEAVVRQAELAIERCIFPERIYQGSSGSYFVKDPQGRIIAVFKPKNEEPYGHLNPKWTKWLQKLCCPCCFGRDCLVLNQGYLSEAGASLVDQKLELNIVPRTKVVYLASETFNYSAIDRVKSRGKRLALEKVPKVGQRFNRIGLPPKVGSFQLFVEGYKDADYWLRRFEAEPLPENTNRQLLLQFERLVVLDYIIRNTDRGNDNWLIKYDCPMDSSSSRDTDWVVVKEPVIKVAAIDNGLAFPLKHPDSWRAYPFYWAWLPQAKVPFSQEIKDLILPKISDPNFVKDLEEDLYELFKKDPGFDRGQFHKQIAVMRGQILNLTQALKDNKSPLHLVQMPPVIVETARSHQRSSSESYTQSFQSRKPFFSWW
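PI4K2A activity was measured by ADP-Glo luminescence: enzyme (4 ug/mL stock) and phosphatidylinositol (1.2 mM stock) in Tris pH 7.5/MgCl2/EGTA/Triton X-100 buffer were reacted with ATP (300 microM stock) for one hour at ambient temperature.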
An asterisk follows results filed as active; i = inactive; ? = inconclusive; · = no result given; & = joins results of further samples; ! = not confirmed by another sample; [ ] = another dose, or the depositor's remark. Unless noted, calls follow the shape of the dose curve; as a rule, active = well fitted curve in the direction sought with a large enough effect; inconclusive = small, poorly fitted or top-dose-only effect, or another doubt; inactive = no such curve, though single readings can be large; an effect the other way counts as inactive or inconclusive. Not all compounds are listed; count on the stated rates, not on these rows.

SMILES	POLH inh	PGK inhibitor	JMJD2A Tudor	BAZ2B block	HP1b binding inh	GLS inhibitor	G9a block	Pin1 inh	PI4K2A block
Cc1cc(C(=O)OCC(=O)N2CC(=O)Nc3ccccc32)c(C)n1-c1ccc(F)cc1	-17.0%	-10.1%	?	?	-22.2%	7.6%	-8.4%[59 µM]	-11.3%	-4.1
Cc1ccc(-c2noc(CN(C(=O)CCCN3C(=O)c4ccccc4C3=O)C(C)C)n2)cc1	-14.9%	-0.8%	-4.7%[57.1 µM]	·	32.9%	-1.0%	·	-0.7%	5.5
COc1ccc(Br)cc1CN1CCN(S(=O)(=O)Cc2ccccc2)CC1	-2.9%	3.6%	8.91µM*	-21.1%	?	6.5%	20µM*	0.2%	5.9
COCC1CCN(C(=O)CCc2nnc(C3(c4ccc(Cl)cc4)CCC3)o2)CC1	-3.9%	-1.1%	4.4%	-11.8%	27.7%	7.7%	·	-5.8%	-1.7
O=C(CN1C(=O)NC(CCc2ccccc2)C1=O)Nc1cccc(Br)c1 (stereo not drawn)	-24.4%	7.9%	-10.8%	·	41.3%[activator]	-0.1%	·	?	3.0
Cc1cn(C(=O)c2ccccc2)c(=S)n1-c1ccc(Br)cc1	-14.0%	-1.7%	-9.6%	-6.3%	12.5%	-1.6%	14.4%[59 µM]	0.1%	-1.8
CC(C)C[C@@]12C(=O)N(c3cccc(Cl)c3)C(=O)N1[C@H](c1ccc(F)cc1)[C@@H]1C(=O)N(C3CCCCC3)C(=O)[C@@H]12	-19.7%	-4.2%	-18.0%	-1.1%	26.9%	-10.9%	-5.8%[2.33 µM]	31.7%[activator]	4.2
Cc1nc(NC(=O)c2cccs2)ccc1Br	0.3%	-1.3%	6.9%	0.5%	56.5%[activator]	-22.8%	2.4%	7.7%	-6.4
Cc1cc(C(=O)NCC(=O)OCC(=O)N(C2CCCCC2)C2CCCCC2)ccc1[N+](=O)[O-]	-16.7%	i	?	-30.9%	2.7%	-17.5%	-13.6%[59 µM]	1.2%	3.4
Cc1cc(C)cc(C(=O)N2CCC(CCC(=O)NC3CC3)CC2)c1	-12.7%	3.9%	-3.7%	-16.1%	16.8%	2.1%	26.1%	-1.7%	-4.5
CC/C(=C\c1oc2cc3ccccc3cc2[n+]1CC)Nc1ccccc1	8.4%	3.4%	-17.3%	79.4µM*	42.5%[activator]	-1.0%	5.62µM*	6.2%	4.4
COC(=O)c1sccc1NC(=O)CC1C(=O)NCCN1C(=O)c1ccc(N(C)C)cc1 (stereo not drawn)	-21.8%	8.6%	-2.2%	-6.9%	38.5%	0.7%	·	-1.6%	-4.5
O=C(Cn1cc(SCc2cccc(Cl)c2)c2ccccc21)N1CCOCC1	-12.0%&-23.1%	-11.3%&-3.9%	-11.4%&-18.1%	-22.1%&-25.0%	30.7%&31.7%	0.8%&-0.5%	31.6µM*!	0.4%&1.8%	-4.2&-5.4
CC(C)(C)C1CCc2onc(C(=O)Nc3ccc(F)cc3F)c2C1 (stereo not drawn)	-16.7%	-2.0%	1.9%	7.2%	63.5%[activator]	-5.6%	19.0%[59 µM]	2.5%	6.3
CCOC(=O)Cc1ccc2sc(-c3ccccc3)nc2c1	-24.9%	?	143.6%[activator]	161.8%[activator]	264.1%[activator]	17.4%	34.9%[59 µM]	0.5%	-71.7*
COc1ccc(CCNC(=O)C2CCN(S(=O)(=O)N3CC(C)CC(C)C3)CC2)cc1OC (stereo not drawn)	-5.7%	·	-5.2%	-11.4%	27.4%	-1.9%	7.2%	-4.5%	1.6
COc1cc2c(cc1NC(=O)C(c1ccccc1)c1ccccc1)CCCC2	-13.5%	-6.6%	24.2%	9.0%	66.1%[activator]	-3.3%	7.6%[12.7 µM]	5.2%	1.5
COc1ccc(CNS(=O)(=O)c2cnc(N)nc2)cc1	-11.0%	-5.8%	7.1%	3.8%	22.1%[57 µM]	4.6%	-0.6%[59 µM]	-2.3%	-8.5
CCOc1ccc(NC(=O)CN2C(=O)NC(CCSC)C2=O)cc1 (stereo not drawn)	-2.7%	4.1%	-12.4%	-8.8%	23.6%	-7.8%	19.6%	2.9%	-1.4
Cn1c(=O)c2c(SCc3ccccn3)nc(CC(C)(C)C)nc2n(C)c1=O	-27.0%	-1.7%	-5.6%	9.2%	40.5%[activator]	2.2%	-0.8%[59 µM]	2.3%	0.3
Cc1ccc(S(=O)(=O)NCC(C)n2cncn2)cc1C (stereo not drawn)	-18.2%	-9.4%	-5.0%	9.3%	9.2%	6.7%	9.7%	1.0%	5.4
COC(=O)c1ccc(N2C(=O)CC(N(C)Cc3ccccc3)C2=O)cc1 (stereo not drawn)	0.2%	i	-19.7%	-2.6%	34.2%	10.1%	?	0.0%	1.7
O=C(COC(=O)c1cccc([N+](=O)[O-])c1)NC1CCCC1	5.0%	-8.1%	-12.1%	3.3%	21.1%	1.7%	4.0%	0.6%	-0.5
CC(=O)NC(c1ccc(Cl)cc1)c1ccc2cccnc2c1O (stereo not drawn)	-1.1%	-2.6%	?	·	37.8%	5.1%	·	-3.9%	7.9
CCc1ccc(N(C(=O)CNC(=O)c2ccco2)C(C(=O)NC2CCCC2)c2cccnc2)cc1 (stereo not drawn)	-7.6%	8.7%	50.1µM*	5.2%	-4.4%	1.1%	6.3%	0.0%	2.1
Fc1ccc(C2CCCN2Cc2nc(CC3CC3)no2)cc1 (stereo not drawn)	-13.4%	-11.6%	6.3%	5.6%	57.5%[activator]	2.6%	0.7%[12.7 µM]	-0.4%	2.6
CCOC(=O)C(=O)N1CCC(C(=O)OCC)CC1	-5.0%	-2.9%	-6.0%	-18.5%	15.6%	5.1%	?	-2.6%	0.9
CC(NC(=O)C1CCC(CNS(=O)(=O)c2ccc3c(c2)C(C)(C)C(=O)N3C)CC1)c1ccccc1 (stereo not drawn)	-17.0%	-12.5%	-6.4%	1.4%	42.8%[activator]	-2.4%	19.1%	0.9%	-3.0
NNC(=O)c1cccc(COc2ccc3c(c2)CCC3)c1	-16.1%	-6.7%	-11.0%[57.1 µM]	-25.8%	32.4%[activator]	15.6%	3.0%	-0.3%	2.6
COCC(=O)Nc1cc(C)cn(Cc2ccc(F)cc2)c1=O	-2.8%	i	-4.2%	0.0%	44.7%[activator]	3.3%	19.2%	-0.6%	4.5
O=[N+]([O-])c1cc([N+](=O)[O-])c(Oc2c(Cl)cccc2Cl)cc1NN1CCCCC1	-18.8%	-10.8%	?	?	?	-1.0%	25.1µM*	-4.8%	1.6
O=S1(=O)C=C(SCc2ccc(Cl)c(Cl)c2)Nc2ccccc21	-23.0%	-8.6%	-33.2%	-3.8%	11.8%	7.5%	?	12.7%	-8.8
O=C(CN1CCN(C(=O)CNC(=O)c2ccc(-c3ccccc3)cc2)CC1)Nc1ccccc1Cl	-11.0%	4.2%	·	·	·	-0.1%	·	·	-2.5
O=C(Oc1ccc(C(=S)N2CCOCC2)cc1Br)c1cc(Cl)ccc1Cl	-12.8%	-0.8%	-19.3%	-29.1%	-2.5%	-0.9%	44.7µM*	4.6%	23.2
COP(=O)(CN(Cc1ccccc1)C(=S)Nc1c(C)cccc1C)OC	-10.8%	-8.2%	-1.7%	-14.8%	15.1%	0.0%	-29.0%	-7.7%	6.1
CCN(CC)C(=O)C1=C(C)N(Cc2ccc(F)cc2)C(=O)C(CC(=O)NCc2ccco2)C1 (stereo not drawn)	-16.1%	-8.4%	·	·	·	-10.3%	·	·	0.4
COc1ccc(N2CCCn3c2nc2c3c(=O)n(CCc3ccccc3)c(=O)n2C)cc1	-0.4%	-0.4%	-21.7%	12.1%	-7.3%	7.5%	-20.2%[59 µM]	5.2%	12.2
COc1ccc(C2CC(c3ccccc3)=NN2C(=O)CSc2ncn[nH]2)cc1 (stereo not drawn)	-12.6%	-3.7%	-21.1%	-33.8%	26.9%	-3.8%	-20.8%	24.0%	-6.9
COc1ccc(OC)c(-c2cc(C(=O)N/N=C/c3ccc(F)cc3)c3ccccc3n2)c1	-21.2%	i	-25.6%	·	3.8%	4.2%	·	6.4%	0.8
COc1ccc(NC(=O)CSc2nc(O)cc(=O)n2C)cc1	-1.3%	-5.7%	-25.2%	-8.2%	14.7%	12.8%	-29.2%	?	-0.5
Cc1ccsc1C(=O)OCC(=O)c1cc(C)n(C)c1C	-11.3%	-17.3%	-16.0%	·	17.9%	18.2%	·	-3.4%	-10.4
Cc1noc(C)c1CSc1cc(C)c2ccccc2n1	-3.3%	i	107.0%[activator]	80.8%[activator]	108.2%	-0.8%	71.9%[activator][59 µM]	-1.3%	0.0
COc1ccc(CNC(C)CCc2ccccc2)cc1 (stereo not drawn)	-10.5%	i	-17.8%	-20.4%	34.0%	-7.0%	?	-6.8%	-6.3
O=C(CN1C(=O)NC2(CCCCC2)C1=O)NCc1ccc2c(c1)OCO2	-4.1%	i	-17.7%	-9.3%	20.4%	-1.4%	46.8%	-1.2%	6.0
COc1ccccc1-c1cc(SC)c(C#N)c(=O)o1	-15.0%	·	-18.0%	6.7%	-6.1%	1.3%	1.1%[59 µM]	11.7%	-0.1
Cc1nc2ccc(S(=O)(=O)NCC(=O)Nc3ccc(F)cc3)cc2s1	-5.1%	0.7%	-10.1%	13.5%	64.9%[activator]	-7.0%	·	-1.3%	0.7
Nc1ncnc2c1ncn2[C@@H]1O[C@H](CNCc2cccn2-c2nccs2)[C@@H](O)[C@H]1O	1.8%	-6.7%	-7.9%	·	37.4%	-1.3%	·	-4.3%	-2.5

Screens from PubChem BioAssay.
